High-throughput results (PubChem)
USP2a inh = USP2a (human) protease inhibition; USP2 core, Ub-CHOP2 coupled fluorogenic reporter, 485/531; 0.01% of 330,000 active; Potency, µM (doses to about 38.3 µM), for inactives: at the highest dose activity change, negative = inhibition, actives largely listed as inhibitors; O75604;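 note: potency is the fitted concentration of half-maximal effect; plate controls were DMSO wells for no effect and full inhibition by NEM control for full effect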
Target sequence (O75604 whole entry, looked up): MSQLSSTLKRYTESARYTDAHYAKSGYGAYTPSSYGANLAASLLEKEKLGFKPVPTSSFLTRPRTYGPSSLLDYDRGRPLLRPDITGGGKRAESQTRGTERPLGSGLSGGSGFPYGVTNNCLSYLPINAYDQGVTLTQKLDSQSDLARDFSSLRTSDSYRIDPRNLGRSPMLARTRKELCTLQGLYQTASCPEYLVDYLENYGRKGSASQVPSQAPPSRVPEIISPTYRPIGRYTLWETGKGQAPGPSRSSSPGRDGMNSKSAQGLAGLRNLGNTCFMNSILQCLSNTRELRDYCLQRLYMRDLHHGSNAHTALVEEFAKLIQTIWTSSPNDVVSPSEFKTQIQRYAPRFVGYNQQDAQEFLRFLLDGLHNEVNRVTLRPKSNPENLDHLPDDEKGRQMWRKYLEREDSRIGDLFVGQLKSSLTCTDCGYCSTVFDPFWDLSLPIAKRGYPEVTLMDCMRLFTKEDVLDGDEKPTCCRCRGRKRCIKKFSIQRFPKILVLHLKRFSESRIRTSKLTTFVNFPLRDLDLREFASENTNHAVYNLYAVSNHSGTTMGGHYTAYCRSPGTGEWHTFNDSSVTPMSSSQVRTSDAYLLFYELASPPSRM
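Cell-free coupled assay: 10nM USP2 core preincubated 30min RT with compound in Tris-HCl pH 8.0/CaCl2/CHAPS buffer, then 25nM Ub-CHOP2 and 25nM reporter substrate; fluorescence (Ex 485/Em 531) read after 60min RT, normalized to NEM inhibition, concentration-response curves fitted.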
ELG1 DNA repair = ELG1-dependent DNA repair inhibition; HEK293T ELG1-luciferase reporter, luminescence, 16 h; DNA damage induced by 5-fluorouridine; Potency, µM (doses to about 46.1 µM), without a hit: top-dose activity change, negative = inhibition, usual class: inhibitors; 2.3% of 330,000 active; AID 504467; note: potency is the fitted concentration of half-maximal effect; % is set by controls: 0 for no effect and ±100 for the full control effect; nearly all actives have a fitted effect of over 55% in size
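Step one: seed 2,000 cells per well. Step two: pin-transfer compound or DMSO alongside 5-fluorouridine. Step three: incubate 16 hr, 37 °C, 5% CO2. Step four: add ONE-Glo, wait 30 min, read luminescence.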
AT treatment = potential ataxia-telangiectasia treatment; […] A-T fibroblasts, KAP-1 phosphorylation AlphaLISA; neocarzinostatin DNA damage 30 min before lysis; Potency, µM (highest dose often 57.5 µM), for inactives: top-dose activation, actives largely listed as activators; 0.19% of 320,000 active; AID 485349; note: potency is the fitted concentration of half-maximal effect; % of control where 0% means no effect; nearly all actives have a fitted effect of over 45% in size
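hTERT-immortalized A-T patient fibroblasts ([…]), 500 cells/well in OPTI-MEM, 1% FBS, got compounds for 60 min, then NCS for 30 min at 37C. Lysates were then assayed for phospho-KAP-1 by AlphaLISA (anti-pKAP1 donor, anti-KAP1 acceptor beads), 6 hr at 25C.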
TRPV1 ag = agonists of human vanilloid receptor 1 (TRPV1); AID 540275; activation, % at 8.33 µM; 0.19% of 320,000 active; TRPV1-expressing cells, Fluo-8 calcium influx, agonist mode; in the data active = activation above about 80%; inconclusive = between about 30% and that limit; note: 0% is about no effect
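TRPV1-expressing cells were cultured overnight at 35.5C and loaded with Fluo-8 calcium dye for 40 to 90 min at room temperature. After a 10 s baseline, compound was added and calcium influx was read kinetically for 3 min (ex 480/em 520 nm).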
hERG WT inh = KCNH2 (human, wildtype) channel inhibition; 0.37% of 340,000 active; Q12809; activity change, % at 1.84 µM; U2OS, BacMam KCNH2, thallium flux FluxOr; stronger effect = lower value;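 active = maximum activity change below -70%; inconclusive = maximum activity change between -70% and -50%; inactive = maximum activity change above -50%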; note: % is set by controls: 0 for no effect and ±100 for the full control effect
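U2OS cells transduced with wild-type KCNH2 virus are loaded with FluxOr dye for 45 min, and thallium flux is measured in kinetic reads before and after stimulation buffer. Rate constants are normalized to DMSO controls.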
Mito fusion yeast = mitochondrial division inhibition or fusion activation; AID 485298; 0.23% of 320,000 active; Potency, µM (titrated, usually from 46.1 µM), for inactives: top-dose growth rescue (activation), most hits filed as activators; S. cerevisiae fusion-defective mutant growth rescue, CellTiterGlo 48 h;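 note: potency is the fitted concentration of half-maximal effect; % of control where 0% means no effect; nearly all actives have a fitted effect of over 45% in size; temperature-sensitive fusion mutants such as fzo1-1 at 37 °C on non-fermentable ethanol glycerol medium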
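Growth-rescue viability read-out: after 48 h at the non-permissive 37C in glycerol/ethanol YPEG, yeast mitochondrial fusion mutants are measured by CellTiterGlo luminescence; compounds (23 nl pinned per well) restoring growth score as division inhibitors or fusion activators.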
Eya2 inh = Eya2 (human) phosphatase inhibition. 0.006% of 330,000 active. Potency, µM (highest dose often 76.9 µM), inactives show at the highest dose activity, negative = inhibition, hits mostly inhibitors. recombinant Eya2, OMFP fluorescence dephosphorylation (OMFP is methylfluorescein phosphate); note: potency is the fitted concentration of half-maximal effect; % is set by controls: 0 for no effect and ±100 for the full control effect
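Eya2 (0.2 uM) preincubated 10 min at ambient with compound, then OMFP substrate added at 50 uM; 10 min reaction in 50 mM HEPES pH 7.5, 50 mM NaCl, 5 uM MgCl2, 0.05% BSA, 1 mM DTT. Fluorescence read at Ex 485/Em 525 nm.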
TCR act = activators of T cell receptors; AID 504894; Potency, µM (doses to about 9.22 µM), for inactives: top-dose activation of IL-2 secretion, most hits filed as activators; 330,000 tested, under 10 active; primary human leukocytes, anti-CD3, IL-2 HTRF, 48 h; note: % of control where 0% means no effect
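Readout: HTRF IL-2, Eu-cryptate/d2 antibody pair, 320nm excitation, 665nm emission. Stimulus: a-CD3 beads, no co-stimulation. Cells: primary human leukocytes. Exposure: 48 hr with compound.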
TSHR antagonist = human thyrotropin receptor antagonism; P16473; 0.2% of 330,000 active; activity change, negative = inhibition, % at 11.5 µM; TSHR-expressing cells, TSH-stimulated cAMP HTRF, 2 h; stronger effect = lower value; AID 504810;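 active = activity change below a set negative limit, meaning inhibition stronger than a set level, cut at about -70% in these data; inconclusive = activity change between two set negative limits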; note: % is set by controls: 0 for no effect and ±100 for the full control effect
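Freshly harvested TSHR cells receive pin-tooled compound, then EC80 TSH at 4nM final. After 2 hours at 37 deg C, antibody in lysis buffer and cAMP-d2 are added; 30 minutes at ambient temperature precede the HTRF read.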
KCNH2 3.1 inh = blocks the human KCNH2 3.1 channel isoform | U2OS KCNH2 3.1, thallium flux FluxOr; stronger effect = lower value | activity change, % (tested at about 1.8 µM) | 0.95% of 340,000 active | AID 720553;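 active = maximum activity change below -70%; inconclusive = maximum activity change from -70% to -50%; inactive = maximum activity change above -50%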;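 note: thallium influx rate constant from kinetic fluorescence after stimulation buffer; % is set by controls: 0 for no effect and ±100 for the full control effect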
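Measured as rate of thallium-driven FluxOr signal in transduced U2OS cells carrying the 3.1 channel, read kinetically for 2 min upon stimulation; values are rate constants scaled to DMSO control wells.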
* marks the source's active call; other numbers are inactive results; ? = inconclusive; / = not tested or not shown; [ ] = remark or other dose. Unless noted, calls come from the whole dose curve; as a rule, active = well fitted curve in the direction sought with a large enough effect; inconclusive = small, poorly fitted or top-dose-only effect, or another doubt; inactive = no such curve, though single readings can be large; an effect the other way counts as inactive or inconclusive.

Values run as follows: Mito fusion yeast	TCR act	hERG WT inh	TRPV1 ag	USP2a inh	Eya2 inh	KCNH2 3.1 inh	ELG1 DNA repair	AT treatment	TSHR antagonist
1	Clc1ccc(OCc2nnc(SCc3nnc(-c4ccccc4)o3)o2)c(Cl)c1
    ?	-1%	6	-5	-13%	-11%	-12	-10%	/	-32
2	CCOC(=O)[C@H]1[C@H]2COc3cc(OC)ccc3[C@@H]2N2C(=O)c3cc(OC)c(OC)cc3NC(=O)[C@@]12C
    -1%	-5%	1	1	5%	4%	-5	8%	8%	-1
3	COc1ccc(-c2nc(C(F)(F)F)c(OC)o2)cc1OC
    -2%	2%[46.1 µM]	-13	3	4%	-3%	-3	8%	6%	5
4	O=S(=O)(c1ccc(F)cc1)N1CCN(c2nc(-c3cccnc3)nc3ccccc23)CC1
    ?	-4%	-2	2	-1%	-6%	-21	?	0%	-18
5	O=C(NCC1CCCO1)c1ccccc1-c1nc(-c2ccccc2Cl)no1 (stereo not drawn)
    -2%	0%	-1	11	-4%	6%	-1	-22%	-7%	3
6	Nc1cc(S(=O)(=O)Nc2ccccc2Cl)ccc1N1CCOCC1
    ?	0%	-6	2	2%	2%	1	?	-5%	5
7	COc1ccccc1-c1cc(C(F)(F)F)nc(S(=O)(=O)CCCC(=O)N2CCOCC2)n1
    15%	3%	-5	17	-1%	-16%	-8	?	8%	5
8	CCOc1ccc(CCNC(=O)CS(=O)Cc2nc(-c3ccccc3C)oc2C)cc1OCC (stereo not drawn)
    -3%	-3%	3	-1	-3%	-9%	-1	?	-8%	1
9	Cc1cccc(N(C)C(=O)c2cc(S(=O)(=O)N3CCc4ccccc43)cn2C)c1
    -3%	-7%	-4	27	-9%	-4%	-42	-3%	3%	3
10	O=C(c1ccc(Cl)cc1)c1cnc(-c2ccccc2)s1
    -3%	14%	4	/	0%	1%	5	?	7%	12

Some entries already given, showing only TCR act:
# | Compound | TCR act
8 | CCOc1ccc(CCNC(=O)CS(=O)Cc2nc(-c3ccccc3C)oc2C)cc1OCC (stereo not drawn) | -3%
9 | Cc1cccc(N(C)C(=O)c2cc(S(=O)(=O)N3CCc4ccccc43)cn2C)c1 | -7%

Carrying on.
Values run as follows: Mito fusion yeast	TCR act	hERG WT inh	TRPV1 ag	USP2a inh	Eya2 inh	KCNH2 3.1 inh	ELG1 DNA repair	AT treatment	TSHR antagonist
11	COc1cccc(C(=O)Nc2nnc(-c3ccc(Cl)cc3)o2)c1
    -16%	-7%	25	4	-1%	-2%	2	-16%	-14%	0
12	CC1(C)ON(C2CCCCC2)[C@H]2c3nc4ccccc4n3C[C@H]21
    -1%	3%	6	13	1%	-4%	19	-4%	-9%	-3
13	Fc1ccc(C(c2nnnn2C2CCCC2)N(Cc2ccco2)CC2CCCO2)cc1 (stereo not drawn)
    -5%	-2%	2	9	-8%	-28%	-4	2%	-3%	-7
14	O=C(COC(=O)CC1SC(N2CCCC2)=NC1=O)Nc1c(F)c(F)c(F)c(F)c1F (stereo not drawn)
    -4%	3%	-5	2	-2%	-3%	-74*	8%	7%	13
15	CC1(C)Cn2c(nc(=O)c3c2NCN(CCc2ccccc2)C3)S1
    8%	/	/	-11	1%	2%	/	6%	1%	-2
16	CC(=O)NC(CC(=O)N(Cc1ccccc1)c1ccc(C)cc1)c1ccccc1 (stereo not drawn)
    3%	10%	-12	26	-9%	-9%	8	0%	16%	0
17	COc1ccc(CNC(=O)COC(=O)c2c(-c3c(F)cccc3Cl)noc2C)cc1OC
    5%	/	-7	?	2%	1%	9	-28%	2%	-6
18	O=S(=O)(/N=C(\c1ccccc1)N1CCOCC1)c1ccc(Cl)cc1
    -4%	2%[46.1 µM]	30	-1	1%	-5%	-6	?	6%	5
19	CCC1CCCCN1S(=O)(=O)c1ccc(C(=O)N(CCCN(C)C)c2nc3cc4c(cc3s2)OCO4)cc1 (stereo not drawn)
    -12%	2%	35	11	-9%	5%	-4	-7%	8%	13
20	CC1=CN2C(=N)/C(=C/c3ccc(C)o3)C(=O)N=C2S1
    5%	-8%[46.1 µM]	-10	28	-1%	-6%	-2	?	-11%	-3

(listing goes on)
Values run as follows: Mito fusion yeast	TCR act	hERG WT inh	TRPV1 ag	USP2a inh	Eya2 inh	KCNH2 3.1 inh	ELG1 DNA repair	AT treatment	TSHR antagonist
21	CCN1C(=O)CC(N2CCN(c3ccc(OC)cc3)CC2)C1=O (stereo not drawn)
    -3%	1%	-11	1	4%	-1%	18	9%	-11%	18
22	COc1ccc(NS(=O)(=O)c2ccc(NC(=S)NC(=O)c3ccc(Br)cc3)cc2)nn1
    22%	-1%[46.1 µM]	/	-1	0%	5%	/	-11%	/	-10
23	Nc1nnc(SCCN2C(=O)c3ccccc3S2(=O)=O)s1
    5%	-5%	-7	-4	1%	-1%	-28	?	1%	-5
24	CN(C)c1ccc(/C=C/c2nc3ccccc3c(=O)n2-c2ccc(C(=O)O)cc2)cc1
    -17%	-49%	-8	?	?	?	18	-2%	3%	-15
25	CC(=O)Nc1cc2cc(NS(=O)(=O)c3ccc(C)cc3)ccc2oc1=O
    -4%	4%	1	1	-1%	-4%	3	6%	6%	-6
26	CCCOC1CCCN(C(=O)CCc2nnc(-c3ccc4c(c3)OCO4)o2)C1 (stereo not drawn)
    0%	-14%	7	1	2%	5%	-16	?	29%	-3
27	O=C(COC(=O)c1cc(S(=O)(=O)N2CCCC2)ccc1O)Nc1ccc(S(=O)(=O)N2CCOCC2)cc1
    6%	-6%	10	-5	0%	-5%	10	4%	2%	-4
28	C[C@H](CO)N1C[C@H](C)[C@@H](CN(C)S(=O)(=O)c2cn(C)cn2)Oc2c(NC(=O)Nc3ccc(C(F)(F)F)cc3)cccc2C1=O
    /	-2%	-9	/	0%	10%	-4	1%	2%	4
29	COC(=O)c1ccccc1NC(=O)COC(=O)C1CCCCC1
    19%	5%	-1	28	-3%	-10%	8	15%	-18%	-8
30	Cc1ccccc1NC(=O)CN1C(=O)N/C(=C\c2ccccc2OCc2ccc(C(=O)O)cc2)C1=O
    -5%	-2%	5	-3	-1%	-17%	10	-9%	3%	-3

The list goes on:
Values run as follows: Mito fusion yeast	TCR act	hERG WT inh	TRPV1 ag	USP2a inh	Eya2 inh	KCNH2 3.1 inh	ELG1 DNA repair	AT treatment	TSHR antagonist
31	COc1ccc(N(CC(=O)NCCC2=CCCCC2)S(C)(=O)=O)cc1OC
    1%	0%	-5	6	2%	-16%	0	5%	-1%	1
32	O=C(Nc1cccc(NC(=O)c2ccccc2[N+](=O)[O-])c1)c1ccccc1Cl
    0%	0%	-8	-1	1%	12%	-165*	1%	3%	1
33	CN1CCC(N(C)S(=O)(=O)c2ccc(NC(=O)Cc3ccc(F)cc3)cc2)CC1
    -1%	11%	-3	-1	1%	12%	-16	-9%	10%	-6
34	Cn1c(CCNC(=O)c2ccco2)nc2cc(NS(=O)(=O)c3ccccc3)ccc21
    1%	-1%	-1	-1	0%	-30%	6	?	4%	-12
35	O=C(Nc1ccc(S(=O)(=O)Nc2ncccn2)cc1)C1CC(=O)N(c2ccccc2)C1 (stereo not drawn)
    -2%	5%	-15	0	0%	-3%	14	-1%	0%	-2
36	CCn1c(=NC(=O)C2COc3ccccc3O2)sc2c(C)ccc(OC)c21 (stereo not drawn)
    -5%	5%	3	-2	-9%	4%	-3	?	2%	-7
37	COc1ccc(OC)c(/C=C/C(=O)Oc2ccc(C(C)=O)cc2)c1
    -13%	2%	13	1	1%	-3%	12	-11%	10%	-2
38	O=[N+]([O-])c1cc2c(c(CSc3nnc4ccccn34)c1)OCOC2
    1%	-3%[46.1 µM]	-4	-1	-4%	-6%	-2	26%	-1%	78
39	CCC(C)(C(=O)NC1CCCCC1)N(Cc1ccco1)C(=O)CC1NC(=O)NC1=O (stereo not drawn)
    -1%	8%	-1	1	-3%	-24%	-12	-1%	1%	2
40	O=C(NC(=S)Nc1ccccc1N1CCOCC1)c1cccs1
    9%	-3%[46.1 µM]	4	?	0%	-2%	-1	-24%	6%	0

(listing goes on)
Values run as follows: Mito fusion yeast	TCR act	hERG WT inh	TRPV1 ag	USP2a inh	Eya2 inh	KCNH2 3.1 inh	ELG1 DNA repair	AT treatment	TSHR antagonist
41	CCc1cc2cc(C(=O)N3CCN(c4ccccc4)CC3)sc2s1
    -4%	2%	-2	24	0%	8%	5	0%	1%	-7
42	CCCc1nc2oc3c(OCC)ncnc3c2c2c1COC(C)(C)C2
    0%	/	4	-1	2%	17%	3	1%	5%	10
43	N#Cc1c2c(c(N3CCN(CCO)CC3)n3c1nc1ccccc13)CCCC2
    -5%	/	/	1	2%	-2%	/	-14%	3%	-6
44	CC1(C)Cc2ccccc2C(CSc2ccccc2C(=O)O)=N1
    5%	4%	-1	23	-1%	3%	-6	14%	-11%	8

Some of the compounds tested. The share of hits here may be higher or lower than overall.
